Furin inhibitor: blocks human furin protease activity; purified furin, fluorogenic substrate cleavage; inhibition, % at 30 µM; 220,000 tested, 0.061% active; AID 463115; in the data active means inhibition above about 25%; further: inactives centre near -15
Target sequence (P09958 108-714 limits assumed): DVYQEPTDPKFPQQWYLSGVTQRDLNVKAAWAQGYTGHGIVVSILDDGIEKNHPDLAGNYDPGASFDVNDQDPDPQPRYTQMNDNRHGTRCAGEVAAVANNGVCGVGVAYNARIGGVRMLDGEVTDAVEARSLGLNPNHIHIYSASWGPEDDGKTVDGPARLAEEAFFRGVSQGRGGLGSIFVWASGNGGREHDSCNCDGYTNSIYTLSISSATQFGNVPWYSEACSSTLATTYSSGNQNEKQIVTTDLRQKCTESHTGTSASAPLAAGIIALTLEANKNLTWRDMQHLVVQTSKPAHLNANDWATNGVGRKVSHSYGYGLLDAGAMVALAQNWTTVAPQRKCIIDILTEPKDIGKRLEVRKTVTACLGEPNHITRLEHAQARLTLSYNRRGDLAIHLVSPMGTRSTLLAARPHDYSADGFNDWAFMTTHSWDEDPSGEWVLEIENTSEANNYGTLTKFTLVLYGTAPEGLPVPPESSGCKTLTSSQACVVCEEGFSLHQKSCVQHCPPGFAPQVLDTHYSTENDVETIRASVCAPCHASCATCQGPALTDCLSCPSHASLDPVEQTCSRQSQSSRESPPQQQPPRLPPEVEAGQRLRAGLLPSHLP
hK5 inh: kallikrein 5 (human) inhibition. recombinant hK5, fluorogenic AMC substrate cleavage. 210,000 tested, 0.59% active. inhibition, % at 5 µM. Q9Y337;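 active means inhibition of 40% or more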;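 further: 0% = enzyme controls without compound and 100% = no-enzyme blanks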
Target sequence (Q9Y337 67-293 limits assumed): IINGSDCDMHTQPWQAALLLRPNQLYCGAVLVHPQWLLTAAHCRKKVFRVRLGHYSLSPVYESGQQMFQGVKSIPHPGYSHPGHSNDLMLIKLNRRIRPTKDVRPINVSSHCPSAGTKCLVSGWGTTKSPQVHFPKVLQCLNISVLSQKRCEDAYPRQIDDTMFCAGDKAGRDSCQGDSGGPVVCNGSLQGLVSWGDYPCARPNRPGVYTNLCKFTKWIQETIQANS
PERK inh: human PERK inhibition, primary cell-based screen. Q9NZJ5. CHO PERK-DD fusion, SEAP luminescence translation reporter. inhibition, % at 5.6 µM. 220,000 tested, 0.17% active;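 active means inhibition above the mean inhibition of all tested compounds plus 3 SD, set separately per screening campaign, cut at about 2.9% in these data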;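 further: PERK kinase domain activated by AP20187 dimerizer at 100 nM; 0% = DMSO with dimerizer and 100% = rapamycin at 8.4 µM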
FXIa inh 1536: factor XIa (human) inhibition; P03951; purified FXIa, Boc-Glu-Ala-Arg-AMC fluorogenic substrate; inhibition, % at 5 µM; 220,000 tested, 0.14% active;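 active means inhibition of at least 40%; inactive means inhibition below 40%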;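 further: fluorescence of freed AMC excited at 355 nm; 0% = enzyme without compound and 100% = no enzyme blank; many of its hits are not listed in these tables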
Thrombin inh: inhibitors of human thrombin. AID 1046. inhibition, % at 5 µM. 220,000 tested, 0.26% active. alpha-thrombin, Boc-VPR-AMC fluorogenic substrate cleavage;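 active means inhibition at or above 40%; inactive means inhibition below 40%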;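 further: 0% = enzyme with no compound and 100% = wells without enzyme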
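System: human alpha-thrombin protein; Compound dosing: one concentration per compound, 5 µM, with 0.2% DMSO; Timing: reaction at room temperature; Technique: AMC fluorescence, 355/460 nm; Controls: enzyme without compound as high, wells lacking enzyme as low.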
Calpain2 inh: calpain II (pig) inhibition; purified calpain II, fluorogenic peptide substrate, 30 min; inhibition, % at 16 µM; 220,000 tested, 0.37% active; AID 1236;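 active means inhibition above about 50%, limit read from the data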
KCC2 mod: modulates chloride dependent transport by human KCC2. B-score of Tl+ flux slope (higher = more flux/activation; lower = inhibition) at 10 µM. AID 1456. 190,000 tested, 2.2% active. Q9H2X9. KCC2 cells, thallium flux FluoZin-2 fluorescence;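 active means thallium flux slope and its plate-corrected score both differing from the plate sample mean at a set confidence after two filtering rounds, in either direction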;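 further: slope of fluorescence scaled to starting intensity during 10 to 20 s after thallium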
FXIIa inh 1536: inhibitors of human coagulation factor XIIa | P00748 | purified FXIIa, Boc-QGR-AMC fluorogenic substrate, 2 h | inhibition, % at 5 µM | 220,000 tested, 0.3% active; in the data active means inhibition above about 40%;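 further: 0% = enzyme with no compound and 100% = blank without enzyme; many of its hits are not listed in these tables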
Rad51 HR inh: Rad51 (human) homologous recombination inhibition; Q06609; hRad51 DNA strand exchange, fluorescence dequenching; inhibition, % at 10 µM; 200,000 tested, 0.085% active; AID 1385;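 active means inhibition above 40% at the single screening dose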;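 further: 0% = DMSO control wells and 100% = blanks with heterologous ssDNA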
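Material: Human Rad51 nucleoprotein filaments preassembled on unlabelled ssDNA | Also added: Labelled 47-mer dsDNA for strand exchange | Dosing: Single dose, 10 µM final compound | Schedule: 30-min compound preincubation and 15-min exchange, both room temperature | Technique: Fluorescence dequenching at 485/520 nm | Measure: Percent inhibition relative to plate controls and blanks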
An asterisk follows results filed as active; nt = no result given; [ ] = another dose, or the depositor's remark. Only part of the results is shown, so the mix of outcomes need not match the whole.

SMILES	Furin inhibitor	hK5 inh	PERK inh	FXIa inh 1536	Thrombin inh	Calpain2 inh	KCC2 mod	FXIIa inh 1536	Rad51 HR inh
CCN1C=C(Cc2ccc(OC)cc2)C2=C(C1)C(c1ccc(OC)cc1)C(C#N)=C(N)O2 (centres undefined)	-9[20 µM]	-7	-1.0	2	4	-138	0.19	16	nt
COc1cccc([C@@H]2Oc3ccc(OC)cc3C(=O)[C@H]2O)c1	-16	-13	0.3	-3	-1	-96	1.2	5	-1
O=C(NCC(c1cccs1)N1CCOCC1)c1ccco1 (centres undefined)	-9[20 µM]	24	0.6	0	1	15	0.03	7	4
CC(=O)Nc1ccc(Nc2ncc([N+](=O)[O-])c(Nc3ccc(NC(C)=O)cc3)n2)cc1	-11[20 µM]	3	1.3	-2	1	-64	nt	6	nt
COc1cc2nc(NC(=O)c3ccc(Cl)cc3)[nH]c(=O)c2cc1OC	-18[20 µM]	-7	0.3	4	1	-86	-0.38	13	-3
CCCC[n+]1c(-c2ccc(Cl)cc2Cl)csc1Nc1ccccc1	-15	-9	0.6	-1	-10	-1	0.068	8	4
COC(=O)CCCC1=CC2=C(c3ccccc3)C(=O)C(C)(OC(=O)C3CCCC3)C(=O)C2=CN1CC1CC1 (centres undefined)	-20	4	nt	4	5	5	-0.35	12	-3
COc1ccc(C(=O)NC(=O)Nc2ncccc2C)cc1	-24[20 µM]	-9	-0.1	-13	-1	27	1	4	2
CC(=O)Nc1cc[n+](CC(=O)c2ccc(Cl)cc2)cc1	-10	2	1.2	-3	0	-15	-0.069	11	-1
Cc1ccc(C(=O)Nc2ccc(CC(=O)O)cc2)o1	-21[20 µM]	3	1.2	-10	-1	-12	-0.048	8	2
CC1=Nc2cc([N+](=O)[O-])ccc2NC(C)(C)C1	-16	-4	0.1	0	2	-13	0.27	11	-5
Nc1cc(N)nc(SCC(=O)Nc2ccc(Br)cc2Cl)n1	nt	-2	nt	11	1	-1	nt	13	17
Cc1ccc(S(=O)(=O)NC(=O)Nc2ccc(F)cc2)cc1	-14[20 µM]	-14	0.6	-1	-3	-10	1.5	13	1
CCCCCCn1c(SCC(=O)c2c(N)n(C)c(=O)n(C)c2=O)nc2ccccc21	-16[20 µM]	-3	0.0	-7	-5	40	nt	-17	4
O=C(NCc1ccc2c(c1)OCO2)c1c[nH]c2ccc(S(=O)(=O)N3CCOCC3)cc2c1=O	-11	-12	0.3	6	55*	2	0.82	13	6
COc1ccc(CNC(=O)CSc2n[nH]c(C)c2[N+](=O)[O-])cc1	-9	-19	-0.8	7	1	7	0.32	10	4
CC(CCc1ccccc1)NC(=O)/C=C/c1ccccc1 (centres undefined)	-6	-10	0.2	-22	-6	36	-1.4	-22	-5
COc1ccc(NC(=O)Nc2c(C)n(-c3ccccc3)c(=O)n2C)cc1OC	-6[20 µM]	-14	0.1	0	2	14	0.7	18	-9
CCN1C/C(=C/c2ccc(OC)c(O)c2)C(=O)/C(=C/c2ccc(OC)c(O)c2)C1	-15	-4	1.3	-4	-5	-36	0.37	2	-1
COC(=O)c1ccc(CSc2nc3sc(C)c(C)c3c(=O)[nH]2)cc1	-20	5	1.5	-1	0	-15	1.3	10	23
C=CCn1c(SCC(=O)NCc2ccccc2)nnc1-c1cc(Br)ccc1O	-14[20 µM]	-2	-1.5	5	5	-3	-0.95	12	-3
COC(=O)c1ccc(-n2ccnc2)cc1	-26	6	0.7	0	-2	-25	-0.09	7	5
CCOc1ccccc1CN1CCC(O)CC1	-28[20 µM]	-8	-0.1	0	-5	-14	-0.27	3	0
N#C/C(=C\c1c(Cl)cccc1Cl)c1nc2ccccc2o1	-20	5	-0.5	1	1	13	0.15	10	1
O=C(CN(Cc1ccco1)S(=O)(=O)c1ccccc1)N/N=C/c1ccccc1C(=O)O	-17	1	1.7	-1	-3	-23	0.0023	7	1

(more compounds)
SMILES	Furin inhibitor	hK5 inh	PERK inh	FXIa inh 1536	Thrombin inh	Calpain2 inh	KCC2 mod	FXIIa inh 1536	Rad51 HR inh
O=C1C(Cl)=C(N2CCOCC2)C(=O)N1c1ccccc1	-12[20 µM]	-5	0.3	2	-3	18	nt	10	-3
Cc1c(Cl)cccc1NC(=O)CSC(N)=O	-21	4	0.1	4	-3	16	3	10	3
Cc1ccc(NC(=O)c2c(C)nc3ccccn23)cc1C	0	5	0.3	0	-6	-7	-0.0022	12	7
Cc1ccc(S(=O)(=O)C(C#N)=C2N(C)c3ccccc3N2C)cc1	-11	1	1.3	-4	4	1	0.85	1	-2
CCc1ccc(OCc2nc(-c3ccccn3)no2)c(Br)c1	2[20 µM]	-4	-0.1	-6	-5	9	-1	6	-1
O=C(Oc1cc(=O)oc2ccccc12)c1ccco1	-12	-10	1.7	-3	-7	6	nt	15	-6
COc1ccc(OC)c(NS(=O)(=O)c2ccc(NC(=O)c3ccc(NS(C)(=O)=O)cc3)cc2)c1	-14	-2	-0.1	7	-4	5	0.73	4	18
CCN1CCN(C(c2ccccc2)c2sc3nc(C)nn3c2O)CC1 (centres undefined)	-23	1	nt	4	-2	-7	-0.47	6	8
CC(=O)Nc1ccc(NC(=O)CSc2ncnn2-c2ccccc2)cc1	-14[20 µM]	-3	0.1	1	2	28	0.64	43*	0
COC(=O)c1sccc1NC(=S)N1CCC(C)CC1	-9[20 µM]	-5	0.0	-2	-3	-1	nt	7	-2
COc1ccccc1CNc1n[nH]c(NCc2ccccc2OC)n1	0[20 µM]	-12	-0.6	6	-2	15	nt	-10	8
COc1ccc(C(C)=O)cc1CSc1ncccn1	-23	5	0.9	-1	-5	14	0.0011	9	9
COc1c(Cl)cc(Cl)cc1CNc1ccc(S(N)(=O)=O)cc1	-24	1	0.4	2	0	5	-1.1	7	nt
Cc1ccccc1NC(=O)c1cc(S(=O)(=O)N2CCCCC2)cs1	-15[20 µM]	7	-0.3	7	2	-8	1.1	16	nt
CCOC(=O)c1sc2nc(SCC#N)n(CC3CCCO3)c(=O)c2c1C (centres undefined)	1	-8	-0.6	4	-4	-30	0.49	-3	-6
Cc1cc([N+](=O)[O-])nn1CC(=O)NNC(=S)Nc1ccc([N+](=O)[O-])cc1	-6[20 µM]	-74	-0.4	-8	-3	45	nt	-3	-7
O=C(O)c1cc(NS(=O)(=O)c2ccc(N3CCOCC3)c([N+](=O)[O-])c2)cc(C(=O)O)c1	3	-6	-0.1	-12	-9	23	0.097	-5	0
CN(C)/C=C/C(=O)C(F)(F)F	-23	-9	0.8	2	4	16	0.43	3	8
Cc1ccc(Cn2c(N3CCCCCC3)nc3c2c(=O)[nH]c(=O)n3C)cc1	-5	6	-0.1	7	2	3	-1.5	14	-8
COc1ccccc1NS(=O)(=O)c1cc(NC(=O)c2cc[n+]([O-])cc2)ccc1N1CCCC1	-24	1	1.0	0	3	-31	-0.63	11	-5
CN(C(=O)COC(=O)C1c2ccccc2Oc2ccccc21)C1CCS(=O)(=O)C1 (centres undefined)	-19	-22	0.7	-1	-3	-20	1.2	6	-4
Cc1ccc(S(=O)(=O)NC(=O)Nc2ccccc2)cc1	-20	7	0.5	2	0	11	0.15	13	-1
O=C(/C=C/c1ccccc1)NCCC1=CCCCC1	-25	-3	1.0	-1	-4	-2	0.19	6	3
CC(C)C1CC(CCNCc2ccc(N(C)C)cc2)(c2ccccc2)CCO1 (centres undefined)	-11	0	-0.7	-7	14	5	0.76	3	2
NC(=O)C1CCN(CC(=O)Nc2ccccn2)CC1	-19[20 µM]	-3	0.5	-5	-1	-24	-0.38	5	-1

The closing three compounds of the section above lead into the next:
SMILES	Furin inhibitor	hK5 inh	PERK inh	FXIa inh 1536	Thrombin inh	Calpain2 inh	KCC2 mod	FXIIa inh 1536	Rad51 HR inh
O=C(/C=C/c1ccccc1)NCCC1=CCCCC1	-25	-3	1.0	-1	-4	-2	0.19	6	3
CC(C)C1CC(CCNCc2ccc(N(C)C)cc2)(c2ccccc2)CCO1 (centres undefined)	-11	0	-0.7	-7	14	5	0.76	3	2
NC(=O)C1CCN(CC(=O)Nc2ccccn2)CC1	-19[20 µM]	-3	0.5	-5	-1	-24	-0.38	5	-1
COc1ccc(/C=C2\SC(=NCc3ccccc3)NC2=O)cc1	-22	-7	1.2	5	-3	-3	0.1	9	5
O=C(NCCn1ccc2ccccc21)c1ccc2c(c1)OCO2	-6	-6	-0.5	3	1	-30	-0.3	5	4
CCN(CC)C(=O)c1cnn(-c2ccccc2)c1NC(=O)c1cccc(F)c1	-12[20 µM]	0	-0.1	-2	0	-2	-0.73	7	-7
O=C(COC(=O)c1cccc(C(=O)OCC(=O)c2ccc(Br)cc2)n1)c1ccc(Br)cc1	-10[20 µM]	-78	0.4	0	-1	20	1	9	-10
Clc1ccccc1CN1CCN(CCCc2ccccc2)CC1	-16	-2	0.1	3	-7	34	0.037	98*	-9
CN=C1CC(SC)=C1c1ccc(C)cc1	-11[20 µM]	5	1.3	8	0	-15	0.22	14	-8
CCCCN(C(=O)CSc1nnc(-c2ccccc2OC)n1C)c1c(N)n(Cc2ccccc2)c(=O)[nH]c1=O	-12	-23	0.1	-10	-5	9	1.1	-1	0
CC1CCCCN1S(=O)(=O)c1ccc(S(=O)(=O)N(CC(=O)Nc2ccccc2)Cc2cccs2)cc1 (centres undefined)	-16	-12	0.6	7	2	0	0.03	12	12
C/C(Cl)=C\Cn1c(O)c(N=O)c2ccccc21	-11	34	-0.1	31	-3	23	-1.4	28	-8
CCOC(=O)CC(=O)CSc1ncnc2c1nnn2-c1ccc(OC)cc1	-18	-13	0.9	-4	3	-35	-0.59	6	10
O=S(=O)(Nc1ccccc1F)c1ccc2nsnc2c1	2	4	-0.1	0	-1	4	-0.041	3	3
Cc1onc(-c2ccccc2)c1C(=O)N/N=C/c1cc(Br)c(Br)o1	-11	-4	-0.3	9	0	5	2.7	17	4
CN1CCN(S(=O)(=O)c2cccc(C(=O)NCc3ccccc3Cl)c2)CC1	-19	-19	-0.4	1	3	-10	0.017	-5	14
CN1CCN(Cc2nc3ccccc3c(=O)n2Cc2nc(-c3ccc([N+](=O)[O-])cc3)cs2)CC1	-7	13	-1.1	-7	37	17	-0.18	-3	5
CSC1=NCCN1CCOc1ccccc1	-29	2	0.9	-2	-7	-17	0.02	7	0
COc1cccc(C2C(C(=O)c3ccco3)=C(O)C(=O)N2CCN(C)C)c1OC (centres undefined)	-2	-17	0.7	3	-9	7	-0.059	3	1
CCN(CC)C(=O)c1ccc(S(=O)(=O)NCc2cccnc2)cc1	-16[20 µM]	-21	-1.3	-1	2	-18	0.21	20	11
CCCCOc1ccc(C(=O)NN2CCN(C)CC2)cc1	-26	-7	0.0	6	-3	-3	0.56	4	4
CC(C)NS(=O)(=O)c1ccc(NC(=S)NC(=O)c2cccc([N+](=O)[O-])c2)cc1	-10	3	0.5	5	4	-1	-0.052	8	nt
CCN(CC)S(=O)(=O)c1cccc(C(=O)Oc2cccc(NC(=O)c3cccs3)c2)c1	-21	-5	0.5	-5	1	14	-0.61	1	nt
C(=N\Nc1nnnn1-c1ccccc1)/c1ccncc1	-12	-8	1.3	4	-2	17	0.044	3	nt
Cc1cc(C)c2nc(NNC(=O)c3ccc(S(=O)(=O)N4CC(C)CC(C)C4)cc3)sc2c1 (centres undefined)	-8	-73	-0.2	10	3	-68	-0.003	17	-4
COCCCNC(=S)N/N=C/c1ccccc1O	-5	-15	1.0	0	-3	-101	3.4	4	1
COc1cccc(/C=N/c2sc(Cc3ccccc3)c(C)c2C(N)=O)c1O	-7	-18	1.0	6	-4	-31	-0.07	11	10

Source: PubChem BioAssay
